SMARCA2 activ: SMARCA2 (BRM) function activators, primary screen, cell-based, luminescence, high throughput | MG213 cells, MMTV-luciferase reporter, dexamethasone, overnight | activation, % at 9.1 µM | 370,000 tested, 1% active; in the data active = activation above about 7.8%;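 also: 0% = vehicle wells and 100% = reference activator wells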
HGIII-sPLA2 inh: human group III sPLA2 inhibitors, primary screen, biochemical, QFRET, BODIPY PC-A2 liposome substrate. QFRET BODIPY PC-A2 liposome hydrolysis, fluorescence. Group 3 secretory phospholipase A2 (Homo sapiens), Q9NZ20. 370,000 tested, 0.56% active. AID 743126, 2013. inhibition, % at 12.2 µM;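 active = inhibition above mean plus 3 SD of compounds lying within the high and low control bounds, cut at about 19% in these data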;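 also: 0% = median of test compound wells and 100% = no enzyme DMSO wells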
Target sequence (Q9NZ20 whole entry, looked up): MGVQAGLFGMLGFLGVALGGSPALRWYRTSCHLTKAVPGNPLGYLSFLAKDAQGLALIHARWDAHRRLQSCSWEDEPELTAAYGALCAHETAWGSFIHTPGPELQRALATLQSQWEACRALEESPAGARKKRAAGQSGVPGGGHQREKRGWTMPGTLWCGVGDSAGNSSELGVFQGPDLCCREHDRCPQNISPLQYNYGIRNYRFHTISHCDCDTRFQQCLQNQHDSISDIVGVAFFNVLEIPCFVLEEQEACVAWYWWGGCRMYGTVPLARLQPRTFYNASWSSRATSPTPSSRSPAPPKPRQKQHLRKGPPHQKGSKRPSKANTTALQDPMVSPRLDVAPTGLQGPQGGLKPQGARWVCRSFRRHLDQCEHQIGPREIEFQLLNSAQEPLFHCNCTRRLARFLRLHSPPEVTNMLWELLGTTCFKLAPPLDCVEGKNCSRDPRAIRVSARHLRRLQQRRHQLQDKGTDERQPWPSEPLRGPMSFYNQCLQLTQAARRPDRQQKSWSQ
DAX1 inh-1: DAX1 (NR0B1) inhibitors, primary screen, cell-based, HEK293, Gal4-DAX1, luciferase luminescence; Nuclear receptor subfamily 0 group B member 1 (Homo sapiens), P51843; HEK293 Gal4-DAX1 luciferase reporter; inhibition, % at 6.75 µM; 340,000 tested, 0.99% active; AID 504766, 2011;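 active = inhibition above the mean over all tested compounds plus 3 SD, cut at about 4.2% in these data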;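 also: 0% = DAX1-transfected cells with DMSO and 100% = empty-vector control cells with DMSO; inhibition shows as a rise in luminescence from relieved DAX1 repression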
Target sequence (P51843 207-470 limits assumed): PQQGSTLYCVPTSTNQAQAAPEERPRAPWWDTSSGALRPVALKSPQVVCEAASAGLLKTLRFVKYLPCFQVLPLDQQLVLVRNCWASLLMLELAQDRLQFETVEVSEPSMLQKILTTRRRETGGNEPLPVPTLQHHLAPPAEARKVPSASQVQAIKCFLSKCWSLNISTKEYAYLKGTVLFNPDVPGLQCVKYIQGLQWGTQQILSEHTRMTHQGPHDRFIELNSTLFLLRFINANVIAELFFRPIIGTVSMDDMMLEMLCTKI
ssDAF-12 act: S. stercoralis DAF-12 nuclear receptor activators, primary screen, cell-based, luminescence, HEK293, GRIP1 co-expression, lit1-tk-luc; HEK293 ssDAF-12/GRIP1 lit1-tk-luc reporter; % of 3 µM dafachronic acid response; activation, % at 6.8 µM; 370,000 tested, 1% active; AID 652126, 2013;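 active = activation above the mean over all tested compounds plus 3 SD, cut at about 0.9% in these data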;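 also: 0% = DMSO-only wells and 100% = 3 µM delta7-dafachronic acid wells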
hgDAF12 agonist: H. glycines DAF-12 receptor agonists, primary screen, cell-based, luminescence, HEK293, GAL4 fusion, UAS-luciferase; Nuclear hormone receptor DAF-12 (Heterodera glycines), GAL4 fusion; HEK293 GAL4-hgDAF12 UAS-luciferase reporter, agonist luminescence; normalized to butyrate control; activation, % at 6.8 µM; 370,000 tested, 1.8% active; AID 687014, 2013;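 active = activation above a cutoff set at the mean of all screened compounds plus 3 SD, cut at about 10% in these data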;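 also: 0% = DMSO wells and 100% = sodium butyrate wells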
KLK7 zymogen act: proKLK7 zymogen activators, primary screen, biochemical, fluorescence intensity; 370,000 tested, 0.9% active; activation, % at 7 µM; purified proKLK7, EDANS-DABCYL substrate fluorescence; 100% is mature enzyme control, 0% vehicle; AID 652039, 2013; Kallikrein-7 (Homo sapiens), P49862;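 active = activation above the mean of all tested compounds plus 3 SD, computed per campaign excluding outliers beyond control limits, cut at about 13% in these data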
Target sequence (P49862 whole entry, looked up): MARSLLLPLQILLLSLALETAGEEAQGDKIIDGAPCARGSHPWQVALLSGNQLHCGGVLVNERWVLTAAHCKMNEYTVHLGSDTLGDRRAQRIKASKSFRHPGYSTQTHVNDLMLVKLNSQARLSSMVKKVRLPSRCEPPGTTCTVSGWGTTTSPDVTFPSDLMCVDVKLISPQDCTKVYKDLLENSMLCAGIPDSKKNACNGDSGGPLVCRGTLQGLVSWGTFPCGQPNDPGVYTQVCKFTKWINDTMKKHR
DAX1 inh-2: DAX1 (NR0B1) inhibitors on StAR promoter, primary screen, cell-based, luminescence, SF-1 (NR5A1), full-length DAX-1; HEK293T StAR-luciferase reporter, SF-1/DAX-1 repression relief; inhibition, % at 6.8 µM; 370,000 tested, 1.1% active; AID 652010, 2013;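 active = inhibition above the mean over all tested compounds plus 3 SD, cut at about 3.6% in these data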;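 also: 0% = DAX-1 cells with DMSO and 100% = cells lacking DAX-1 with DMSO; higher inhibition means more luminescence from relief of DAX-1 repression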
FXN GAA850 act: FXN promoter activators, primary screen, cell-based, luciferase luminescence, HEK293 lucGAA850; HEK293 lucGAA850 FXN promoter luciferase reporter, 24 h; percent of 10 µM SAHA response; activation, % at 6 µM; 360,000 tested, 0.56% active;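 active = activation above the average of all compounds screened plus 3 SD, cutoff fixed separately per campaign, cut at about 7.5% in these data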;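 also: 0% = DMSO wells and 100% = 10 µM SAHA wells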
hcDAF-12 act: H. contortus DAF-12 nuclear receptor activators, primary screen, cell-based, luminescence, HEK293, lit1-tk-luc reporter. HEK293 hcDAF-12 lit1-tk-luc reporter; 0% DMSO, 100% Δ7-dafachronic acid. 370,000 tested, 1.4% active. AID 652067, 2013. activation, % at 6.8 µM;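 active = activation above the mean of all tested compounds plus 3 SD, cut at about 5.5% in these data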;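 also: 100% = response to 3 µM Δ7-dafachronic acid high control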
GC-B act: human GC-B receptor activators, primary screen, HEK293 GC-B cells, cGMP TR-FRET, EC30 CNP; Atrial natriuretic peptide receptor 2 (Homo sapiens), P20594; 0% at EC30 CNP, 100% saturating CNP; activation, % at 10 µM; 370,000 tested, 0.11% active; AID 1920062, 2024;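 active = activation at 10 µM reaching about 35% in either raw or pattern-adjusted values, limit read from the data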
NPR1 activator: GC-A stimulated cGMP production enhancers – HEK293 GC-A cells, cGMP TR-FRET, EC30 ANP, primary screen; 0% at EC30 ANP, 100% saturating ANP; activation, % at 10 µM; 370,000 tested, 0.14% active; AID 1671463, 2021; in the data active = activation above about 40%
The depositor's hits bear a star; / = no result given.

SMILES	SMARCA2 activ	HGIII-sPLA2 inh	DAX1 inh-1	ssDAF-12 act	hgDAF12 agonist	KLK7 zymogen act	DAX1 inh-2	FXN GAA850 act	hcDAF-12 act	GC-B act	NPR1 activator
CCOc1ccc(S(=O)(=O)NCCC(=O)OC(C)C(=O)N2CCc3ccccc32)cc1 (stereo unspecified)	0	-12	-1.5	-1.4	-2.9	0.5	-1.5	-2.7	-2.1	-5	-2
O=C(CN1C(=O)NC2(CCOc3ccccc32)C1=O)N1CCCCC1 (stereo unspecified)	-2	-3	0.5	-0.8	1.3	0.0	1.2	2.2	-0.7	3	-1
COc1ccc(NC(=O)CSc2nccn2Cc2ccco2)cc1	4	1	0.8	-0.1	8.2	-0.1	5.2*	3.5	1.0	-7	-5
CCOC(=O)c1c[nH]c(=S)n(-c2ccccc2)c1=O	-1	7	0.5	-0.7	1.8	0.9	0.5	1.2	-1.8	5	2
Cc1nc2ccccn2c1C(=O)NN=C1C2CC3CC(C2)CC1C3	-2	5	0.1	-0.7	4.0	-0.3	0.0	1.2	-1.0	1	2
CCCCOc1ccc(C(=O)NCC(=O)NCc2ccncc2)cc1	-2	11	-0.1	-0.8	0.2	-0.1	-2.0	0.1	-0.4	1	-1
O=C(NC1CC1)C1CCCN1C(=O)NC1CCCCC1 (stereo unspecified)	2	8	-1.1	-0.9	-1.9	-0.3	-0.6	0.9	0.0	-10	5
Cc1ccc(S(=O)(=O)N2CCCOC2CNC(=O)C(=O)NCc2cccnc2)cc1 (stereo unspecified)	-1	-3	-0.8	-0.2	-2.6	0.2	0.1	-0.6	4.4	2	1
COc1ncnc2c1ncn2CCCN(CCCc1ccccc1)CCCn1cnc2c(OC)ncnc21	-2	-4	-0.9	-1.2	0.3	-0.2	0.1	-0.7	-0.4	2	0
Cc1ccc(OCC(=O)Nc2nnc(S(=O)(=O)N3CCCCCC3)s2)cc1C	-1	-8	0.6	-0.2	-1.1	-0.2	-0.2	-0.8	-1.1	1	5
CC1(C)CC(=O)C2=C(C1)OC(N)=C(C#N)C21CCN(C(=O)OCc2ccccc2)CC1	0	6	1.2	-0.8	-1.2	0.0	0.9	-0.6	-0.1	-2	-1
CC1CCN(C(=O)COC(=O)CCc2c[nH]c3ccccc23)CC1	0	-54	0.7	-1.2	-0.5	-0.3	0.0	0.3	-1.2	5	9
CCn1c2ccccc2c2cc(C3C(C#N)=C(C)NC(C)=C3C#N)ccc21	1	9	0.2	-1.7	-0.7	-1.2	1.5	-2.0	-1.0	-4	19
Cc1ccc(C23OC(=O)C(C)(C)C2OC(=O)C3(C)C)cc1 (stereo unspecified)	-1	-2	0.4	-1.2	-1.0	-0.8	0.6	-0.2	-0.3	-2	-2
C=CCNc1cccc2c1S(=O)(=O)N[C@@H](CC(C)C)CO2	1	-6	/	-1.3	-0.1	0.9	-1.1	/	0.7	6	1
NC(=O)C1CCN(C(=O)/C=C/c2cccc(Br)c2)CC1	-3	3	3.8	-0.7	-1.0	0.4	-0.2	3.2	-0.3	-2	1
CC1(Oc2cnc(Cl)c3ccccc23)CCN(Cc2ccc(-c3ccccn3)cc2)C1 (stereo unspecified)	-1	-12	/	-2.0	-0.3	1.9	1.7	0.7	-1.1	-1	-4
Cc1cc(S(=O)(=O)N2CCCC2)ccc1OCC(=O)NC1CCCC1	-5	2	1.1	-0.3	2.2	-0.8	-0.5	0.7	-2.2	2	-5
CS(=O)(=O)N(Cc1ccco1)CC(O)Cn1c2ccccc2c2ccccc21 (stereo unspecified)	-5	-61	0.3	-1.1	-0.6	-0.1	-0.8	0.7	-1.5	-14	-18
CC(Oc1ccc2c(c1)oc(=O)c1ccccc12)C(=O)NCCCN1CCOCC1 (stereo unspecified)	-4	3	0.9	-0.2	-0.3	-11	0.0	3.9	1.1	-10	-8
CCOc1ccccc1N1CCN(S(=O)(=O)c2cccc3nsnc23)CC1	1	-7	1.4	-1.2	-2.4	0.2	0.1	-0.1	-2.1	-1	2
Cc1nc2ccc(-n3ccc(=O)cc3)cc2s1	-1	-2	0.6	-1.0	-0.5	0.1	-0.4	1.4	-2.8	-2	2
Cc1ccc(S(=O)(=O)N(C)CCCC(=O)NCc2ccc3c(c2)OCO3)cc1	0	4	-0.2	-0.7	0.5	0.1	-0.1	-0.9	-2.0	4	0
O=C(CCCN1C(=O)/C(=C/c2cccs2)SC1=S)Nc1cccnc1	-1	-2	0.1	-1.1	0.0	0.2	-0.4	2.0	-0.1	-4	-3
CC(C)(C)n1nnnc1C(c1ccccc1F)N1CCN(C(=O)c2ccco2)CC1 (stereo unspecified)	-4	6	-0.5	-0.4	-0.7	0.1	0.6	0.7	0.4	5	-2
SMILES	SMARCA2 activ	HGIII-sPLA2 inh	DAX1 inh-1	ssDAF-12 act	hgDAF12 agonist	KLK7 zymogen act	DAX1 inh-2	FXN GAA850 act	hcDAF-12 act	GC-B act	NPR1 activator
COc1ccc(S(=O)(=O)N2CCOCC2)cc1NC(=O)c1ccc(S(=O)(=O)N2CCCCC2)cc1	-1	-13	-0.5	-1.2	-3.7	0.9	-1.8	0.6	-0.3	-1	-2
O=C(NCc1cc(C(F)(F)F)cc(C(F)(F)F)c1)C1CC(c2ccccc2C(F)(F)F)=NO1 (stereo unspecified)	1	2	/	-1.8	-2.2	-0.2	-1.1	/	-2.1	-9	-6
COc1ccc(NC(=O)Cc2ccc(-c3ccccc3)cc2)cn1	-2	-4	-0.8	-1.3	-1.0	-0.2	1.4	-0.5	-2.3	-1	-7
O=C(c1ccc(Cl)c(S(=O)(=O)N2CCCC2)c1)N1CCN(c2ccccc2)CC1	-3	-5	-1.6	-1.3	-6.3	-0.3	-1.3	2.9	-1.8	0	-1
COc1cccc(NC(=O)C2(C)CCN2C(=O)Cc2ccc(-c3ccccc3)cc2)c1 (stereo unspecified)	-1	-15	/	-1.8	-3.3	-0.3	-0.8	-2.6	-2.6	6	5
COc1ccc(OC)c(S(=O)(=O)NC(N)=NCCc2ccccc2)c1	0	0	-0.2	-1.3	0.4	-0.5	-0.7	0.6	-1.1	-3	-3
COc1ccccc1C(=O)NC(=O)CSc1nnc2ccccn12	-2	1	0.2	0.7	7.2	1.3	-0.6	-0.4	2.9	2	0
CC(C)(C)OC(=O)C(Cl)(C(=O)OC(C)(C)C)c1ccc2nnnn2n1	5	-18	-0.8	-1.2	-2.2	0.4	-0.8	4.8	2.0	-1	3
Cc1ccc(N2CC(C(=O)OCC(=O)Nc3ccccc3C)CC2=O)cc1 (stereo unspecified)	0	-4	1.1	-0.4	5.7	0.3	0.2	-0.3	0.6	-6	-1
O=C1NC2(CCCCC2)C(=O)N1Cc1ccc([N+](=O)[O-])cc1	-2	5	-0.3	-0.7	0.0	-0.6	-1.3	-0.1	0.9	-1	2
NC(=O)c1ccc(NC(=O)CCc2nc3sc4c(c3c(=O)[nH]2)CCCC4)cc1	-1	0	1.5	-1.0	-1.7	0.8	-1.1	-1.1	1.5	-2	5
Cc1c(NC(=O)CC2CC(C)OC2=O)c(=O)n(-c2ccccc2)n1C (stereo unspecified)	0	4	0.7	-0.5	-1.4	0.4	-0.2	-0.4	-0.2	5	-1
Cc1c2c(cc3c1[nH]c1ccccc13)C=NCC2	3	-27	-0.6	0.0	5.8	3.7	-0.7	0.2	2.1	-8	-18
CCCn1c(=O)c(F)cn(Cc2ccc(OC)c([N+](=O)[O-])c2)c1=O	-7	1	0.5	-1.5	-1.2	0.1	0.4	3.5	-1.4	7	1
CCC(O)CNC(=O)CCc1nnc(C2(c3ccc(Cl)cc3)CCC2)o1 (stereo unspecified)	4	2	0.6	-0.7	0.9	0.3	-0.3	1.9	-2.1	-1	1
CN(C(=O)COC(=O)c1nc(-c2ccccc2)n(-c2ccccc2)n1)C1CCS(=O)(=O)C1 (stereo unspecified)	-2	1	-0.9	-0.8	-0.1	0.5	1.1	1.5	-0.4	5	2
Cc1cc(C(=O)NCc2ccccc2F)c2ccccc2n1	-4	4	-1.2	-0.5	-2.1	-0.5	0.1	1.1	0.9	0	-1
CC(NC(=O)CCC(=O)c1ccc(F)cc1)C1CC2CCC1C2 (stereo unspecified)	-4	4	2.1	-1.2	-3.8	-0.2	-0.8	-0.6	-0.7	2	5
Cc1ccc(NC(=O)C(=O)c2c(-c3ccccc3)cc3ccccn23)cc1S(=O)(=O)N1CCOCC1	-3	-8	-1.6	-1.9	-4.9	0.1	-1.1	-2.0	-2.8	1	-2
COc1cc(OC)c(N(C)C(=O)c2cn(C)c(=O)c3cc(OC)c(OC)cc23)cc1Cl	3	-2	-0.5	-0.1	1.4	0.3	0.0	1.5	1.6	-7	-7
CC1CCCCC1NC(=O)CCS(=O)(=O)c1ccc2c(c1)NC(=O)CS2 (stereo unspecified)	0	-2	-0.4	-0.7	0.6	-0.4	0.3	0.0	-2.1	2	2
C=CCn1c(COc2ccc(Cl)cc2)nnc1SCC(=O)NCC(=O)OCC	-2	4	1.2	-0.9	-0.8	0.1	0.1	-1.6	-1.0	-1	2
O=C(Nc1ccccc1)c1nn(-c2ccccc2)c(=O)cc1C(F)(F)F	2	3	0.2	-0.8	0.5	0.0	-0.8	0.8	-0.9	0	-5
COC(=O)c1ccccc1NC(=O)NCc1ccccn1	-1	0	-1.5	-0.2	1.1	-0.3	0.0	-0.6	-1.0	0	-5
CN(C)c1ccc(C(=O)OCc2ccc(Br)cc2)cc1	3	3	0.7	-0.9	2.4	-0.5	-0.4	-0.7	0.0	2	-3
CC(C)CC1NC(C(=O)O)Cc2c1[nH]c1ccccc21 (stereo unspecified)	-2	7	0.5	-1.6	-0.7	6.8	0.7	0.1	1.8	-3	4
CCOc1ccc(CCNC(=O)C2CCCN(S(C)(=O)=O)C2)cc1OCC (stereo unspecified)	-3	9	0.6	-0.6	3.6	-0.3	-0.4	0.9	-1.4	2	-2
